yeast mlh1 rad18 – NCI yeast anticancer drug screen, S. cerevisiae mlh1 rad18 strain; % growth inhibition at 50 µM; 79,000 tested, 11% active;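 note: 0% = growth of vehicle-only cultures of the same strain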
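A repair-deficient yeast strain is exposed to test compound, and growth is scored relative to vehicle-treated controls.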
yeast sgs1 mgt1 – NCI yeast anticancer drug screen, S. cerevisiae sgs1 mgt1 strain. 78,000 tested, 10% active. % growth inhibition at 50 µM. AID 161, 2004;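 note: 0% = growth of vehicle-only cultures of the same strain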
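Compounds are added to genetically altered yeast, and growth is compared with cultures given vehicle alone to give percent inhibition.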
mec2-1 – NCI yeast anticancer drug screen, S. cerevisiae mec2-1 strain; growth inhibition, % at 50 µM; 79,000 tested, 9% active; AID 157, 2004;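 note: 0% = growth of vehicle-only cultures of the same strain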
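Mutant yeast (mec2-1) grown with compound; growth inhibition relative to vehicle control reported.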
cln2 rad14 – NCI yeast anticancer drug screen, S. cerevisiae cln2 rad14 strain; % growth inhibition at 50 µM; 78,000 tested, 8.3% active;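 note: 0% = growth of vehicle-only cultures of the same strain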
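cln2 rad14 yeast strain; compound exposure; growth inhibition read vs vehicle controls.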
rad50 – NCI yeast anticancer drug screen, S. cerevisiae rad50 strain. 79,000 tested, 10% active. AID 155, 2004. % growth inhibition at 50 µM;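 note: 0% = growth of vehicle-only cultures of the same strain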
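Growth of the mutant yeast was measured after compound exposure and referenced to vehicle-treated cultures.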
bub3 – NCI yeast anticancer drug screen, S. cerevisiae bub3 mutant strain; growth inhibition, % at 50 µM; 78,000 tested, 9.9% active;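 note: 0% = growth of vehicle-only cultures of the same strain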
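In this screen, a yeast mutant lacking normal mitotic checkpoint function is challenged with compound. Relative growth versus vehicle gives the inhibition value.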
Numbers without * were called inactive; . = not tested or not shown; & = joins results of further samples. Cut-off read from the data, not from the text of the source: active = growth inhibition above about 70%; inactive = the rest.

SMILES	yeast mlh1 rad18	yeast sgs1 mgt1	mec2-1	cln2 rad14	rad50	bub3
CCOC(=O)c1cc2nc3ccccn3c(=O)c2cc1N	-8	1	-18	-36	-1	-9
O=C(O)c1cc(C(=O)O)cc(S(=O)(=O)N2CCOCC2)c1	-16	-4	3	-38	-2	6
CCOC(=O)C1C(c2ccc(Br)cc2)N(Cc2ccccc2)C(c2ccc(Br)cc2)C(C(=O)OC)S1(=O)=O (configuration not stated)	-22	-17	-49	-25	-42	-21
Nc1nc(N)c2nc(CNc3ccc(C(=O)NC(CCC(=O)O)C(=O)O)cc3)ccc2n1 (configuration not stated)	-21	0	64	-6	16	-39
CCOc1ccc(NCc2cc(OC)c(OC)c(OC)c2)cc1	-45&-48	-16&-11	-19&-14	-28&-24	-28&-24	-7&4
COC1OC2COC(c3ccccc3)OC2C(OC(C)=O)C1OC(C)=O (configuration not stated)	-15&20	4&2	7&10	3&2	6&15	10&39
O=c1[nH]nc(Cc2ccccc2)n1-n1cnnc1	18	-16	1	14	-7	5
COC1OC(C)C2OC2C1OC(C)=O (configuration not stated)	-2	-2	-8	-35	-5	-11
COc1cccc(C#CC(=O)O)c1	-12	-19	-21	-5	-26	-22
CN1CCN(C2=NCCO2)CC1	20	32	22	32	6	13
COc1ccc(Nc2cnc3cc(N)ccc3n2)cc1OC	2	-38	-22	-8	-15	-30
COC(=O)[C@]1(CC[N+](=O)[O-])N=C(c2ccccc2)O[C@@H]1C	-17	-11	-22	-53	-21	-66
Cc1nn(C(C)C(=O)N(C)C)c(Br)c1Br (configuration not stated)	3	1	5	-30	2	-26
Cc1cc(C(N)=O)c(C(N)=O)c(Cl)n1	-11	-3	-7	0	2	9
CCSc1n[nH]c(=O)nc1SC	0	-4	-3	-67	4	-20
CCOc1ccccc1NC(=O)CCl	40	9	3	-5	16	19
[N-]=[N+]=C(C(=O)CN1CCCC1=O)S(=O)(=O)c1ccccc1	16	-7	-6	9	10	-3
CC(=O)OC1COC(n2cnc3c(=S)nc[nH]c32)C(OC(C)=O)C1OC(C)=O (configuration not stated)	-12&7	-16&21	-2&0	-19&18	-2&24	2&1
CC(NNC(=S)N1CCN(c2ccccn2)CC1)c1cccc[n+]1[O-] (configuration not stated)	12	4	5	-11	10	7
c1ccc2c(OCCSCCCCCCCCCCSCCOc3cccc4ccccc34)cccc2c1	-9	-2	-6	8	19	-4
CCOC(=O)C(C(=O)OCC)=C(N)C(Cl)(Cl)Cl	-2	-10	-2	15	0	12
CCCCCCCCCCCCCC(=O)NCC(=O)NC(CO)C(=O)NC(CO)C(=O)NC(CCCCN)C(=O)NC(CO)C(=O)NC(CCCCN)C(=O)N1CCCC1C(=O)NC(CCCCN)C(=O)NC(CC(=O)O)C(N)=O (configuration not stated)	14	-4	-3	6	7	10
CC1CN(C(=O)Nc2ccc([N+](=O)[O-])cc2)CC(C)O1 (configuration not stated)	6	14	-36	4	-16	-4
NC(=O)SCC(=O)Nc1ccc2cccc3c2c1CC3	85*	80*	60	62	66	74*
CCC12CCCNC1c1c(n(C)c3ccccc13)C(C(=O)OC)C2 (configuration not stated)	-21	25	-3	26	37	-9

7 compounds drawn at random from those above, as already listed:
SMILES	yeast mlh1 rad18	yeast sgs1 mgt1	mec2-1	cln2 rad14	rad50	bub3
CCOc1ccc(NCc2cc(OC)c(OC)c(OC)c2)cc1	-45&-48	-16&-11	-19&-14	-28&-24	-28&-24	-7&4
CCOC(=O)C1C(c2ccc(Br)cc2)N(Cc2ccccc2)C(c2ccc(Br)cc2)C(C(=O)OC)S1(=O)=O (configuration not stated)	-22	-17	-49	-25	-42	-21
Cc1nn(C(C)C(=O)N(C)C)c(Br)c1Br (configuration not stated)	3	1	5	-30	2	-26
CCCCCCCCCCCCCC(=O)NCC(=O)NC(CO)C(=O)NC(CO)C(=O)NC(CCCCN)C(=O)NC(CO)C(=O)NC(CCCCN)C(=O)N1CCCC1C(=O)NC(CCCCN)C(=O)NC(CC(=O)O)C(N)=O (configuration not stated)	14	-4	-3	6	7	10
CC1CN(C(=O)Nc2ccc([N+](=O)[O-])cc2)CC(C)O1 (configuration not stated)	6	14	-36	4	-16	-4
CC(NNC(=S)N1CCN(c2ccccn2)CC1)c1cccc[n+]1[O-] (configuration not stated)	12	4	5	-11	10	7
CN1CCN(C2=NCCO2)CC1	20	32	22	32	6	13

Next part.
SMILES	yeast mlh1 rad18	yeast sgs1 mgt1	mec2-1	cln2 rad14	rad50	bub3
O=C(NCc1ccc(O)cc1O)c1ccccc1O	15	-6	-71	0	-47	-14
O=C1NS(=O)(=O)c2ccccc21	21&-19	24&-12	-8&14	29&47	33&23	50&31
C[Si](C)(C)c1ccc(-c2ccccc2)cc1	-18	2	-9	-62	20	22
CC(=O)OC1C2OC3C=C(C)CCC3(CO)C(C)(C1O)C21CO1 (configuration not stated)	-24	-10	-48	-6	0	-32
CC(=O)CC(=O)CCCCCCCCCCCC(=O)CC(C)=O	10	-5	-15	0	-5	14
CCCCCCCCCC(=O)N/N=C/c1ccccc1O	14	19	13	-19	-4	20
COc1ccc(CC(N)C(=O)NCc2ccccc2)cc1 (configuration not stated)	17	15	1	10	6	16
C/C=C/C(=O)N1C(=O)OC[C@@H]1c1ccccc1	32	50	54	47	37	54
N#CC1Sc2ccccc2N1C(=O)Oc1ccccc1 (configuration not stated)	99*	99*	99*	98*	99*	99*
NC(=O)COc1ncc(Cl)cc1Cl	3	3	-6	-19	4	4
O=C(O)c1cccc(-n2cnc3c(=O)[nH]cnc32)c1	-14	-6	-4	-9	0	9
O=C(Nc1ccc(Cl)c(Cl)c1)OCCN1CCOCC1	93*	94*	97*	67	82*	91*
CCN(CCO)C(=O)Nc1ccc(Cl)cc1	-8	11	-32	9	-6	1
CCCCCOC(=O)CSC#N	99*	99*	99*	98*	99*	99*
O=C1C=CC(=Nc2ccc(O)cc2)C=C1	29	14	11	-32	26	-7
O=C(O)CC/C(=N\Nc1ccc([N+](=O)[O-])cc1[N+](=O)[O-])c1ccccc1	30	44	26	-18	1	16
CC(O)Cn1cnc2c1c(=O)n(C)c(=O)n2C (configuration not stated)	-30	.	-43	.	-40	.
Cc1ccc(N=Nc2c(O)n(C)c(=O)n(C)c2=O)cc1C	-13	-17	-6	4	-8	-19
Nc1nc(/C=C\c2ccccc2)cc(-c2cc(/C=C\c3ccccc3)nc(N)n2)n1	6	-19	-3	17	0	-3
COC1=CCC2=C(C1)C1(C)CCCC(C)(CO)C1CC2 (configuration not stated)	58	-8	18	3	3	14
CCOC(=O)Nc1cc2c(c(N)n1)N=C(c1ccccc1)CN2	18	37	-4	18	36	47
Cc1cc2c(=O)cc(-c3ccc(Cl)cc3)oc2c(C#N)c1C	26	3	-4	13	8	-9
COc1ccc(/C=c2\[nH]c3nc(=O)c(N4CCCCC4)c(N)n3c2=O)cc1	-15	-6	-24	2	14	-16
CS(=O)(=O)OC1COC2C(I)COC12 (configuration not stated)	20	2	-12	14	8	77*
COC(=O)C(C)(C)N=CN(C)C	4	-8	13	16	-20	-28

Other compounds follow:
SMILES	yeast mlh1 rad18	yeast sgs1 mgt1	mec2-1	cln2 rad14	rad50	bub3
CCn1c(-c2ccc(OC(C)=O)cc2)c(C)c2cc(OC(C)=O)ccc21	43	21	-7	20	32	40
COc1cc2c(c(OC)c1OC)C(=O)[C@@H](O)[C@H]2NC(=O)CCCCl	-18	-26	-26	-23	-34	-22
COc1cccc(C(=O)N/N=C(\C#N)c2cccc(OC)c2)c1	14	10	28	-12	5	6
COC(=O)c1[nH]nc(-c2ccccc2-c2ccccc2C(=O)O)c1C(=O)OC	-20	-5	-5	47	8	1
O=C1C=CC=C/C1=C1\N=C(c2ccccc2OCC(=O)c2ccc(Br)cc2)SS1	-43	13	18	9	10	-1
O=C(N/N=C/c1ccco1)C1CCCO1 (configuration not stated)	-21	-5	1	-97	12	9
CC(CC(C)[C@H]1CCC2[C@H]3C(CC[C@@]21C)[C@@]1(C)CCC(O)C[C@H]1C[C@@H]3O)C(=O)O (some centres not stated)	98*	99*	97*	97*	98*	99*
Cn1c(=O)[nH]c2c(c1=O)CCCS2	-10	20	6	1	4	-20
Cc1oc2nc(N(C)C)nc(Cl)c2c1C	-15	8	6	12	7	22
CCSc1ncnc2nc[nH]c12	8	4	-9	-18	9	-10
O=C1c2ccccc2C(=O)N1CC(CN1C(=O)c2ccccc2C1=O)(C(=O)OCc1ccccc1)C(=O)OCc1ccccc1	-3	3	3	-20	5	-11
C/C(=N/NC(N)=O)C1=CCCC1	-9	-7	-2	11	3	8
OC1(c2ccccc2)c2ccccc2Sc2ccccc21	99*	99*	99*	99*	99*	99*
CCNS(=O)(=O)c1ccccc1	15	-3	-29	6	-9	-2
CCOC(=O)C(=O)/C(=C/N1CCNC1=S)C(=O)OCC	-26	-27	-9	32	-29	-4
COc1ccc2c(c1)[n+]([O-])c(-c1ccc(Cl)c(Cl)c1)c(N)[n+]2[O-]	99*	100*	100*	99*	99*	100*
COc1ccccc1N=Nc1c(O)n(-c2ccccc2OC)c(=S)n(-c2ccccc2)c1=O	17	32	-3	-13	41	-2
COc1ccc(C(O)/C(=N\NC(N)=S)c2nc3ccc([N+](=O)[O-])cc3[nH]c2=O)cc1OC (configuration not stated)	53	21	28	7	66	23
CCc1ccc(C(=O)CN2CCCc3ccccc32)cc1	-14	-7	1	-17	-13	2
C=C(C)c1c[nH]c2ccccc12	38	-2	3	-36	5	-19
CC1(C)S[C@H](c2ccccc2C(=O)O)N[C@@H]1CC(=O)O	-31	-50	-7	-22	-35	-26
O=C(O)CCCn1nnc2c(=O)[nH][nH]c(=O)c21	12	4	6	-8	7	0
Clc1cccc(Cl)c1C(Nc1ncccn1)Nc1ncccn1	20	12	15	-16	12	10
c1ccc2cc(N3CCOCC3)ccc2c1	2	-7	-27	-20	-19	-23
CN1CCN(P(=O)(c2ccccc2)N2CCN(C)CC2)CC1	31	30	8	20	32	-1

New compounds follow
SMILES	yeast mlh1 rad18	yeast sgs1 mgt1	mec2-1	cln2 rad14	rad50	bub3
NC1=N/N=C(c2ccccc2)\C=C/C(c2ccccc2)=N\1	-17	3	-28	12	-8	4
CCC(=O)Oc1cccc(C)c1	-15	2	-8	-11	14	4
CCC(CCN(C)C)(OC(C)=O)c1ccccc1 (configuration not stated)	-16	-3	-1	12	10	31
COC(=O)c1nc(N)nc(C(=O)OC)c1C(=O)c1cccc([N+](=O)[O-])c1	-17	-33	-19	31	-11	-22
CCOC(=O)c1cc(C)[nH]n1	2	-7	-26	-12	-38	-27
COc1cc(C(c2ccccc2)c2ccccc2)c2ccccc2c1O	74*	61	17	45	33	40
Fc1ccc(C2SCc3nc4ccccc4n32)cc1F (configuration not stated)	19	24	-1	1	-50	-14
C[C@@]1(O)C2CC3CC1(c1ccccc1)CC(/C3=N/O)/C2=N\O (some centres not stated)	8	-2	-18	26	-14	-17
COc1cccc(/C=C2\C(=O)N(C(=O)c3ccc(NC(C)=O)cc3)N=C2C)c1	-40	-57	-26	-17	-44	-38
CN(C)CCNC(=O)c1cc([N+](=O)[O-])cn1C	-68	9	-1	8	11	1
CCCCNS(=O)(=O)c1ccc(C)cc1	-21	-23	-26	-43	-25	-22
O=C(Cl)c1cc(Cl)cc(Cl)c1Br	26	35	5	18	13	16
N#Cc1c2ccccc2c(C#N)c2ccccc12	-12	2	-8	-26	-4	1
CC1(C)OC2C(=O)OC(COCc3ccccc3)C2O1 (configuration not stated)	34	4	2	11	17	8
CC/C=C(C)/C=N\NC(=O)c1ccc[n+](C)c1	3	18	13	24	22	-4
COc1ccc(C2SCC(=O)N2c2nncs2)cc1F (configuration not stated)	20	21	2	3	6	13
C=CS(=O)(=O)c1ccc2ccccc2c1	99*	99*	99*	99*	100*	99*
COC(=O)CCC(NC(=S)N/N=C(\C)c1ccccn1)C(=O)OC (configuration not stated)	75*	83*	78*	83*	78*	81*
CC(C)(C)NC(=O)NC12CC3CC(CC(F)(C3)C1)C2	-18	-13	-8	15	-19	-30
CCOC(=O)c1c(Cl)c(Cc2ccccc2)c(Cl)n2c1nc1ccccc12	8	1	-6	-6	-1	-5
NCCCCNCCCN	1	-1	-19	14	-4	-14
CCCCCCCCCCCCOC1C(COCCN2CCCCC2)OC2OC(C)(C)OC21 (configuration not stated)	90*	90*	93*	90*	93*	88*
C[N+](C)(C)CC(=O)N/N=C/c1ccc([N+](=O)[O-])o1	12	24	-10	-28	1	-14
CC(C)CCCC(C)C1CCC2(C)C3=C(CCC12C)C1(C)CCC(=O)C(C)(C)C1CC3 (configuration not stated)	34	83*	57	45	73*	15

Single records, from the list above. Order of values: yeast mlh1 rad18 | yeast sgs1 mgt1 | mec2-1 | cln2 rad14 | rad50 | bub3
C=CS(=O)(=O)c1ccc2ccccc2c1 is listed with 99* | 99* | 99* | 99* | 100* | 99*
NC1=N/N=C(c2ccccc2)\C=C/C(c2ccccc2)=N\1 is listed with -17 | 3 | -28 | 12 | -8 | 4
N#Cc1c2ccccc2c(C#N)c2ccccc12 is listed with -12 | 2 | -8 | -26 | -4 | 1
CCOC(=O)c1cc(C)[nH]n1 is listed with 2 | -7 | -26 | -12 | -38 | -27

Bioassay records from PubChem BioAssay.
